Compound activity as filed in PubChem.
PLK1 PBD block: blocks phosphopeptide binding to human PLK1 polo-box domain. P53350. Plk1 PBD binding of FITC phosphopeptide, fluorescence polarization. Potency, µM, without a hit: max response, negative = inhibition, actives largely listed as inhibitors. actives 2.8% (n = 360,000); further: potency means the concentration at half of the fitted maximal effect; series mostly up to about 57 µM; on the % scale 0 is the no-effect control and ±100 the full control effect; nearly all actives have a fitted effect of over 65% in size
Abeta yeast res: restores growth of yeast expressing A-beta42 peptide | yeast expressing A-beta42, growth rescue, OD600, 48 h; response scale: 0% DMSO, 100% iron-clioquinol control | Potency, µM (doses to about 46.1 µM), inactives show top-dose growth rescue, hits mostly activators | actives 0.063% (n = 410,000) | AID 1347071; further: potency means the concentration at half of the fitted maximal effect; nearly all actives have a fitted effect of over 55% in size
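Yeast growth medium received pinned compounds, then yeast cells expressing toxic A-beta were added; plates incubated at 30 C for 48 hr. Growth read as absorbance at 600 nm, normalized to DMSO and equimolar FeCl3 plus clioquinol controls.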
FUS suppressor: FUS proteinopathy suppression in yeast | S. cerevisiae FUS-expressing, growth rescue, OD600, 24 h | actives 0.24% (n = 390,000) | Potency, µM (doses to about 76.6 µM), inactives show top-dose growth rescue (activation), usual class: activators | AID 1347120;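 further: potency means the concentration at half of the fitted maximal effect; plate controls were DMSO vehicle for no effect and reference control for full effect; nearly all actives have a fitted effect of over 55% in size; some results filed as inactive show a strong effect at the top dose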
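Compound concentration series was pinned onto galactose-induced FUS-expressing yeast seeded at OD 0.005. Plates sat 24hr at 30C; absorbance at 600 nm gave growth. DMSO served as background control.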
EPAC1 ag: EPAC1 (human) agonism | O95398 | EPAC1 agonist qHTS, biochemical assay; response scale: 100% = response to 6.5 mM cAMP | Potency, µM (highest dose often 154 µM), for the others: at the top dose activation, hits mostly activators | actives 0.073% (n = 360,000); further: potency means the concentration at half of the fitted maximal effect; nearly all actives have a fitted effect of over 60% in size
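EPAC1 100 nM, Rap1B–BODIPY-GDP 250 nM, unlabeled GDP 50 uM; compound titration; 5 min RT; kinetic read ex480/em540 at 5-min intervals ×30 min; data normalized to 6.5 mM cAMP agonist control.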
EPAC1 antagonist: blocks human EPAC1 exchange factor | O95398 | EPAC1 GEF assay, Rap1b-BODIPY-GDP exchange fluorescence | Potency, µM (series often up to 115 µM), inactives show at the top dose activity change, negative = inhibition, hits mostly inhibitors | actives 0.14% (n = 360,000) | AID 720709;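 further: potency means the concentration at half of the fitted maximal effect; plate controls were vehicle for no effect and positive control for full effect; nearly all actives have a fitted effect of over 50% in size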
PI5P4K alpha inh: PI5P4K alpha (human) kinase inhibition; PI5P4Kalpha enzyme, ADP-Glo luminescence, 60 min; stronger effect = lower value; max response, %; actives 1.2% (n = 330,000); AID 652105; active means max response of -50% or lower; inconclusive means between -30% and -50%; inactive means -30% or higher; further: value at the top dose of about 77 µM; on the % scale 0 is the no-effect control and ±100 the full control effect
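ADP-Glo luminescence end-point after a 60 min room-temperature kinase reaction. PI5P4Kalpha and substrate in HEPES pH 7.4 buffer with EGTA, 0.1% CHAPS and 5% DMSO; ATP at 5 microM final.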
IL-2 act: activates IL-2 in a cell-based reporter assay. IL-2 activation reporter assay, cell-based qHTS; stimulated with anti-CD3/CD4/CD28 beads; in transgenic mouse T cells. activation, % (series mostly up to about 46 µM). actives 0.065% (n = 360,000). AID 652025; in the data active means activation above about 50%; inconclusive means mostly about 30% to 49%; further: 0% is about no effect
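Unstimulated transgenic mouse T cells preincubated 60 min with compound, then stimulated with anti-CD3/anti-CD4-coated beads plus anti-CD28 for 18 h at 37 degrees C. IL-2 response read as EGFP and DsRed fluorescence by plate cytometry.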
WRN helicase inh: blocks human WRN helicase. WRN helicase unwinding, fluorescent forked duplex, kinetic. actives 0.46% (n = 360,000). Potency, µM (highest dose often 114 µM), inactives show at the top dose activity change, negative = inhibition, most hits filed as inhibitors. AID 651768; further: potency means the concentration at half of the fitted maximal effect; on the % scale 0 is the no-effect control and ±100 the full control effect; nearly all actives have a fitted effect of over 55% in size
Target sequence (Q14191 whole entry, looked up): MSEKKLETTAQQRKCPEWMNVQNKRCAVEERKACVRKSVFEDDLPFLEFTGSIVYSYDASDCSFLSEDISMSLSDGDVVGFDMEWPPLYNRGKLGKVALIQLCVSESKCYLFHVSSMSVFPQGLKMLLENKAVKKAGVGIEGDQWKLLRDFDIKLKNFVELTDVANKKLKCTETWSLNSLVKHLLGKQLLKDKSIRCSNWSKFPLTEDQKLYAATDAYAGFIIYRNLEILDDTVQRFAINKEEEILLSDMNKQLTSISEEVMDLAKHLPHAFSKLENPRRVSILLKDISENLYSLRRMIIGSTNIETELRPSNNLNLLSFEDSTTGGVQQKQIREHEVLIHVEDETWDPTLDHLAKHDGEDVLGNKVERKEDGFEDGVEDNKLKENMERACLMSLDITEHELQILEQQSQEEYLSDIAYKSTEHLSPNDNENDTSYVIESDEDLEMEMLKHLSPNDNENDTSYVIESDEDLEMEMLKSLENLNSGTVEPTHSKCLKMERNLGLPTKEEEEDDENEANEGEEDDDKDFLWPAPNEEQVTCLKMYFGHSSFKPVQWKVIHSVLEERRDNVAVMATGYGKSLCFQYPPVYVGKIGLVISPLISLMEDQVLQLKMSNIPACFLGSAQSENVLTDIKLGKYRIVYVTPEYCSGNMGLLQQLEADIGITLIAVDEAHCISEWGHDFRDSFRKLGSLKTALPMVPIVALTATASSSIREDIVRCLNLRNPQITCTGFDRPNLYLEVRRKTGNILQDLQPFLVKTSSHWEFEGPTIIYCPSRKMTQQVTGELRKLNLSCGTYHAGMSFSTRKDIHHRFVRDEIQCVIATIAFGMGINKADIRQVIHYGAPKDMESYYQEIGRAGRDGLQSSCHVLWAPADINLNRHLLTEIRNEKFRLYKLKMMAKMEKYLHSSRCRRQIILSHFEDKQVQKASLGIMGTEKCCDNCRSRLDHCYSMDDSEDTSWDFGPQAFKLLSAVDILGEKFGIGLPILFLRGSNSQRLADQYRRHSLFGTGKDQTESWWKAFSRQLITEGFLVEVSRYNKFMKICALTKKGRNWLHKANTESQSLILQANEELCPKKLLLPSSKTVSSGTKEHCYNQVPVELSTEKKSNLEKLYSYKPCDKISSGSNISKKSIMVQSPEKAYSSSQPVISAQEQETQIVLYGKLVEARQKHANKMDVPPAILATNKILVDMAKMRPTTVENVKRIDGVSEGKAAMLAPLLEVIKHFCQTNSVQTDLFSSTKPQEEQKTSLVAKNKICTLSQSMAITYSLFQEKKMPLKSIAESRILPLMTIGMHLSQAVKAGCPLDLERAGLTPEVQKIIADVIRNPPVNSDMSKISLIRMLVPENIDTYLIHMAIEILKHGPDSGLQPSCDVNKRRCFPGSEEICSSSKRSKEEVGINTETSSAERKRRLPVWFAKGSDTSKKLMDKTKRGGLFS
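WRN at 20 nM final preincubated with compound 15 min at room temperature; reaction started with 100 nM fluorophore/quencher forked duplex oligonucleotide and 2 mM ATP final. Unwinding followed kinetically by red fluorescence (ex 525, em 598 nm).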
* marks the source's active call; other numbers are inactive results; u = inconclusive; x = not tested or not shown; [ ] = remark or other dose. Unless noted, the call rests on the fitted dose curve; in most records, active means well fitted curve in the direction sought with a large enough effect; inconclusive means small, poorly fitted or top-dose-only effect, or another doubt; inactive means no such curve, though single readings can be large; an effect the other way counts as inactive or inconclusive.

SMILES	PLK1 PBD block	Abeta yeast res	FUS suppressor	EPAC1 ag	EPAC1 antagonist	PI5P4K alpha inh	IL-2 act	WRN helicase inh
Cc1ccc(S(=O)(=O)N2C[C@H]3[C@H]4C(=O)N(C5CCCCC5)C(=O)[C@H]4CC(=O)[C@H]3[C@@H]2c2cccc3ccccc23)cc1	2%	-1%	-18%	-9%	3%	4	-0.2	1%
COc1ccccc1C(=O)CC(=O)C(=O)Nc1cccc([N+](=O)[O-])c1C	2%	-26%	u	4%	-1%	1	-4.4	-8%
CSc1ccc(/C=C(/NC(=O)c2ccccc2)C(=O)N2CCN(C)CC2)cc1	-2%	6%	-28%	-8%	8%	-1	2.2	4%
CCOc1ccc(NC(=O)COc2ccc3c(c2)OCO3)cc1	-3%	2%	-21%	4%	-4%	-3	1.3	-12%[57.1 µM]
CN1CCCc2cc(C#N)c(=O)[nH]c21	-4%	11%	10%	0%	-15%	-2	0.0	0%
O=C(N/N=C\c1cc(Br)cs1)c1ccncc1	-1%	4%	10%	0%	-6%	2	-1.1	-3%
CCCNC(=O)C1(C)CCCN(C(=O)c2cccc(Cl)c2)C1 (stereo not given)	0%	-17%	-30%	12%	4%	0	0.2	-8%
COc1ccc(-c2noc(C(=O)NCc3ccc(F)cc3)n2)cc1OC	-6%	3%	8%	5%	-18%	4	0.6	-7%
CC(C)c1nnc(NC(=O)CCc2ccccc2)s1	-1%	13%	-19%	0%	0%	1	1.7	-1%
CCC(=O)N1CCC1(C)C(=O)Nc1ccc2c(c1)OCO2 (stereo not given)	-13%	-26%	-9%	-9%	-9%	-18	0.0	0%
C[C@@H]1CN([C@@H](C)CO)C(=O)CCCn2nncc2CO[C@H]1CN(C)C(=O)Nc1ccccc1C(F)(F)F	-12%	-2%	-15%	-15%	9%	-1	-0.6	11%
CN1CCn2cnc(C(=O)NCCCCCNC(=O)OC(C)(C)C)c2C1=O	-6%	4%	3%	-11%	-1%	-9	-2.0	2%
CCCc1cc(N2CCN(c3ccccn3)CC2)n2nc(C)c(-c3ccccc3)c2n1	-2%	18%	18%	6%	-5%	x	-0.5	-9%
CCOC(=O)C1(CCCc2ccccc2)CCN(C(=O)CCn2cnnn2)CC1	1%	5%	11%	-6%	8%	0	0.2	-4%
O=C(Oc1cccc2c(=O)[nH]ccc12)c1ccccc1	0%	15%	-7%	-7%	-3%	4	-0.4	-2%
CC(C(=O)Nc1cccc(S(=O)(=O)N2CCOCC2)c1)N1CCN(C/C=C/c2ccccc2)CC1 (stereo not given)	-3%	0%	15%	3%	-3%	0	2.4	2%
O=C(Nc1ccccn1)c1ccc(S(=O)(=O)N2CCCCC2)cc1	0%	-17%	0%	0%	12%	5	-4.0	0%
O=C(Oc1ccccc1)n1c(=S)oc2ccccc21	21µM*	18%	x	4%	-2%	0	-2.0	-15%
CC(=O)c1cc(-c2ccccc2)n(CC(=O)Nc2cc(C)cc(C)c2)c1C	-13%	-3%	x	8%	6%	4	2.0	-19%
Cc1ccc(SCCC(=O)NC2CC2)cc1	-8%	1%	-6%	3%	-3%	7	-3.2	-7%
Cc1cc(C)n(CC(C)(O)c2ccccc2)n1 (stereo not given)	-3%	-14%	-5%	-1%	-4%	-3	-0.3	10%
CC1CCCCC1NC(=O)COC(=O)COc1ccccc1F (stereo not given)	-12%	4%	0%	8%	-10%	1	-0.5	-17%
O=C(COc1ccc(Cl)cc1)NCCNC(=O)c1cnccn1	0%	-21%	15%	7%	6%	0	-1.3	-4%
Cn1ccnc1Sc1nc2ccccc2nc1NS(=O)(=O)c1ccccc1	u	4%	25%	7%	9%	x	3.6	-6%
COC(=O)C(NC(C)=O)(Nc1nc2ccc(S(C)(=O)=O)cc2s1)C(F)(F)F (stereo not given)	2%	5%	-15%	17%	5%	0	-0.3	-10%
N/C(Cc1ccc(Cl)c(Cl)c1)=N\OC(=O)c1cccs1	-8%	-92%[inhibitor]	4%	19%	-2%	x	-2.4	-4%
COc1cc(C)cc(OC)c1OCC(=O)Nc1cc(C)on1	-5%	-9%	x	1%	-7%	-4	0.1	1%
CCC(=O)Nc1cccc(NC(=S)NC(=O)Cc2ccccc2)c1	-10%	11%	-3%	2%	-16%	1	2.8	-12%
COc1cc(/C=N/NC(=O)c2c(-c3c(Cl)cccc3Cl)noc2C)ccc1OCC(N)=O	-10%	7%	-11%	-1%	1%	1	-2.0	-2%
CSc1ccc(CN2CCN(Cc3ccc([N+](=O)[O-])cc3)CC2)cc1	6%	12%	15%	-1%	4%	6	-0.9	-3%

Part of the list above in order of number of heavy atoms, largest number first.
SMILES	PLK1 PBD block	Abeta yeast res	FUS suppressor	EPAC1 ag	EPAC1 antagonist	PI5P4K alpha inh	IL-2 act	WRN helicase inh
O=C(COc1ccc(Cl)cc1)NCCNC(=O)c1cnccn1	0%	-21%	15%	7%	6%	0	-1.3	-4%
O=C(Oc1ccccc1)n1c(=S)oc2ccccc21	21µM*	18%	x	4%	-2%	0	-2.0	-15%
Cc1cc(C)n(CC(C)(O)c2ccccc2)n1 (stereo not given)	-3%	-14%	-5%	-1%	-4%	-3	-0.3	10%

Later entries.
SMILES	PLK1 PBD block	Abeta yeast res	FUS suppressor	EPAC1 ag	EPAC1 antagonist	PI5P4K alpha inh	IL-2 act	WRN helicase inh
Cc1ccc(C)c(/C=C2\CCn3c2nc2cc(C(=O)O)ccc2c3=O)c1	-12%	-3%	-10%	13%	10%	u	0.3	-2%
CCc1nc2c(OCc3cccc(Cl)c3)cccn2c1N(C)C(C)=O	-10%	-1%	-5%	7%	29%	-1	55*	-1%
Cc1ccc(C(=O)NC(=S)Nc2cccc(-c3nc4ccccc4s3)c2)cc1	6%	14%	6%	14%	22%	2	-0.5	-31%[57.1 µM]
CCCCNC(=S)NNC(=O)c1csc(C)c1C	-14%	12%	14%	5%	5%	-6	-0.3	-20%
CCc1ccccc1NC(=O)NC1CCCCCCC1	-3%	4%	6%	-6%	-26%	1	0.6	5%
O=C1OCCN1C(=O)[C@H]1[C@H](c2ccc(Cl)cc2)C(c2ccc(F)cc2)=NN1c1ccccc1	-7%	u	33%	-12%	-16%	6	-0.3	-5%
COc1ccc(C(=O)NCCN=C2NS(=O)(=O)c3ccccc32)cc1	3%	1%	4%	-4%	-9%	7	0.6	-7%
COc1ccccc1NS(=O)(=O)c1cc(C(=O)NCc2ccncc2)ccc1C	-11%	16%	5%	-4%	-19%	2	-3.5	-7%
COc1ccc(CN2C(=O)c3ccccc3C2c2nnnn2Cc2ccccc2)cc1 (stereo not given)	-1%	9%	10%	4%	4%	0	-0.7	5%
FC(F)(F)c1cccc(CNc2ncccc2-c2nc3cc(Cl)ccc3o2)c1	1%	-6%	8%	9%	-2%	x	1.6	4%
COc1ccc(CSc2nnc(-c3ccncc3)n2C)cc1F	-23%	-16%	2%	9%	-10%	-1	-0.5	6%
CCN(CC(=O)Nc1cccc(S(=O)(=O)N2CCCC2)c1)CC(=O)Nc1ccccc1OC	-7%	7%	12%	6%	-15%	-1	-0.1	-27%
O=C(O)CCSCCC(=O)O	-9%	2%	10%	6%	-1%	0	1.7	-7%
Cc1c(-c2cccc(Cl)c2)nc2ccccc2c1C(=O)NC1CC1	-1%	-12%	13%	-3%	13%	0	-0.1	2%
Cc1ncc(CO)c2c1Oc1nc(-c3ccccc3)nc(SCC(=O)N3CCOCC3)c1C2	-21%	10%	37%	-2%	-10%	-5	-5.1	-8%

Filtered by structure, those above containing an NH in an aromatic ring.
SMILES	PLK1 PBD block	Abeta yeast res	FUS suppressor	EPAC1 ag	EPAC1 antagonist	PI5P4K alpha inh	IL-2 act	WRN helicase inh
CN1CCCc2cc(C#N)c(=O)[nH]c21	-4%	11%	10%	0%	-15%	-2	0.0	0%
O=C(Oc1cccc2c(=O)[nH]ccc12)c1ccccc1	0%	15%	-7%	-7%	-3%	4	-0.4	-2%

A section of the results above, for reference:
SMILES	PLK1 PBD block	Abeta yeast res	FUS suppressor	EPAC1 ag	EPAC1 antagonist	PI5P4K alpha inh	IL-2 act	WRN helicase inh
Cc1c(-c2cccc(Cl)c2)nc2ccccc2c1C(=O)NC1CC1	-1%	-12%	13%	-3%	13%	0	-0.1	2%
Cc1ncc(CO)c2c1Oc1nc(-c3ccccc3)nc(SCC(=O)N3CCOCC3)c1C2	-21%	10%	37%	-2%	-10%	-5	-5.1	-8%

(continued)
SMILES	PLK1 PBD block	Abeta yeast res	FUS suppressor	EPAC1 ag	EPAC1 antagonist	PI5P4K alpha inh	IL-2 act	WRN helicase inh
O=C(CN(Cc1ccccc1)C(=O)CCC(=O)Nc1nccs1)NCc1ccco1	-1%	8%	-16%	2%	5%	3	-1.3	-17%[57.1 µM]
O=C(NCc1ccccc1)C(c1cccs1)N(Cc1cccs1)C(=O)c1cnccn1 (stereo not given)	3%	17%	40%	1%	-5%	-4	0.2	2%
CC(C)CCNC(=O)C(c1ccco1)N(Cc1ccc(F)cc1)C(=O)c1snc(C(N)=O)c1N (stereo not given)	-8%	-9%	u	18%	-16%	x	-1.8	-6%
CCOC(=O)c1[nH]cnc1C(=O)Nc1ccc(C)cc1	-4%	1%	18%	1%	-17%	-10	-0.4	-1%
O=C(CSc1nc2c(cnn2-c2ccc(F)cc2)c(=O)[nH]1)N1CCCc2ccccc21	-3%	8%	-6%	-1%	1%	-5	-3.1	-29%
CCOC(=O)c1nnc(-c2cccs2)nc1NC(C)C	-4%	-2%	19%	7%	4%	x	-1.6	-3%
Cc1cc(CNC(=S)Nc2ccc(S(=O)(=O)Nc3ncccn3)cc2)nn1C	-11%	-2%	16%	-17%	5%	-7	1.7	-12%

Shown as a hit in PLK1 PBD block, among the entries above:
SMILES,PLK1 PBD block,EPAC1 antagonist,PI5P4K alpha inh,IL-2 act,WRN helicase inh
O=C(Oc1ccccc1)n1c(=S)oc2ccccc21,21µM*,-2%,0,-2.0,-15%
